Screening results (PubChem)
LYP inhibition = PTPN22 lymphoid phosphatase activity blockers – biochemical, fluorescence intensity, uHTS (AID 1779). recombinant LYP phosphatase, fluorescence intensity; higher % means a stronger effect. one-dose inhibition, % at 11.5 µM; IC50 in µM for titrated hits. 290,000 compounds, 0.054% hits;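 further: plate controls were vehicle with enzyme for no effect and no enzyme for full effect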
human PMI inhibition = MPI enzyme activity inhibition – biochemical, fluorescence intensity, coupled assay, primary screen (AID 1209). inhibition, % at 20 µM; hits with a dose series show IC50 in µM. purified PMI enzyme, coupled fluorescence intensity; higher % means a stronger effect. 190,000 compounds, 0.42% hits;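 further: plate controls were DMSO vehicle for no effect and wells lacking substrate for full effect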
KOR beta-arrestin-1 = kappa opioid receptor activators – cell-based, luminescence, uHTS, primary screen (AID 1777). 280,000 compounds, 0.02% hits. KOR beta-arrestin recruitment, luminescence; higher % means a stronger effect. one-dose activation, % at 10 µM; EC50 in µM for titrated hits; in the data active means activation above about 50%, passing the limit was not always enough; further: a part of the inactive calls stands beside numbers as strong as those of hits
NOD2 inhibition = inhibition of NOD2-driven NF-kB reporter – cell-based, luminescence, uHTS, HEK293 (AID 1566) | inhibition, % at 4 µM; hits with a dose series show EC50 in µM | 290,000 compounds, 0.63% hits | HEK293 NOD2/NF-kB luciferase reporter, luminescence; higher % means a stronger effect; further: many of its hits are not listed in these tables
XIAP displacement = small molecules displacing peptide from XIAP – biochemical, IAP family, fluorescence polarization (AID 1018); XIAP BIR domain, fluorescence polarization peptide displacement; higher % means a stronger effect; displacement, % at 20 µM, or IC50 in µM where a hit was titrated; 200,000 compounds, 0.007% hits; in the data active means displacement above about 50%; further: a part of the inactive calls stands beside numbers as strong as those of hits
KOR beta-arrestin-2 = kappa opioid receptor blockers – cell-based, luminescence, uHTS (AID 1778); inhibition, % at 10 µM, or IC50 in µM where a hit was titrated; KOR beta-arrestin recruitment, luminescence, antagonist mode; higher % means a stronger effect; 290,000 compounds, 0.091% hits; further: strong numbers were not always called active
TNAP activators = human TNAP enzyme activators, primary screen, biochemical, luminescent, no phosphate acceptor, uHTS (AID 1001). purified TNAP, luminescent activation assay, no phosphate acceptor; higher activation fold means a stronger effect. activation fold at 20 µM; hits with a dose series show EC50 in µM. 200,000 compounds, 0.03% hits; in the data active means activation fold from about 3, or a potency from the dose series; inactive means the rest, 99 in 100 with activation fold below about 1.6; further: many of its hits are not listed in these tables
NOD1 NF-kB reporter = NOD1 signaling inhibitors, primary screen, cell-based, luminescence, uHTS (AID 1578) | NOD1-driven NF-kB luciferase reporter cells, luminescence; higher % means a stronger effect | one-dose inhibition, % at 4 µM; EC50 in µM for titrated hits | 290,000 compounds, 1% hits; in the data active means inhibition mostly above about 36%, no sharp cut-off; inactive means mostly below about 34%;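 further: HEK-293T reporter cells stimulated with the NOD1 agonist gamma-tri-DAP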
human PMI inhibitors = MPI inhibition at elevated mannose 6-phosphate – biochemical, fluorescence intensity, high mannose 6-phosphate, primary screen (AID 1220) | recombinant PMI enzyme, coupled fluorescence intensity; higher % means a stronger effect | 190,000 compounds, 0.66% hits | inhibition, % at 20 µM, or IC50 in µM where a hit was titrated
Active calls of the source: *; x = not tested or not shown; [ ] = remark or other dose. Unless noted, no stated cut-off is given here; in the data, active means inhibition above about 50%; inactive means the rest. Not all compounds are listed. The share of hits here may be higher or lower than overall.

SMILES	LYP inhibition	human PMI inhibition	KOR beta-arrestin-1	NOD2 inhibition	XIAP displacement	KOR beta-arrestin-2	TNAP activators	NOD1 NF-kB reporter	human PMI inhibitors
Cc1cc(C)nc(N(C#N)Cc2ccc(Cl)cc2)n1	-5%	-4%	x	10%	-9.3%	-23%[20 µM]	1.2	-17%	-2%
CCc1nc2scc(-c3cccs3)c2c(=O)o1	-7%	12%	4.5%	8%	-8.5%	-39%	1	-5%	23%
CC1(C)CC(=O)c2ccc(OCc3ccc([N+](=O)[O-])cc3)cc2O1	3%	x	0.5%	-103%	x	0%	x	-2%	x
CC(=O)C1=C(O)C(=O)N(CCCCCC(=O)O)C1c1ccc(N(C)C)cc1 (configuration not stated)	-4%	-6%	-5.0%	11%	-5.8%	23%	1.1	14%	-17%
O=C(NC(O)C(=O)c1ccccc1)c1ccccn1 (configuration not stated)	0%	x	-2.8%	3%	x	11%	x	10%	x
O=C(CN1CCN(S(=O)(=O)c2ccc(Cl)cc2)CC1)Nc1ccc2c(c1)OCCO2	-5%	0%	-1.5%	5%	-1.4%	2%	1.2	-8%	-5%
Cc1nn(C)cc1CNCc1c(C(=O)N2CCCCC2)nc2c(C)cccn12	-2%	3%	-6.4%	4%	-2.2%	-40%[20 µM]	1.1	-12%	6%
COc1ccc(OCC(=O)Nc2c(Cl)ccc3nsnc23)cc1	-7%	x	0.1%	16%	x	-8%	x	-8%	x
CCc1nnc(NC(=O)C(=O)NCCOC(=O)c2ccccc2Cl)s1	-7%	-4%	5.6%	12%	-7.0%	-30%	1.1	12%	-6%
CCCCN(C)CCN1C(=O)C2C(C(=O)Nc3ccc(C)cc3)C3C=CC2(O3)C1C(=O)NC1CCCCC1 (configuration not stated)	-2%	x	0.7%	-10%	x	-6%	x	-17%	x
Cc1ccc(-c2nnc(SCC(=O)Nc3ccccc3F)o2)cc1	-4%	-1%	-8.9%	x	-1.8%	-1%	1.2	x	-1%
Cc1cc(OCC(=O)NCc2ccncc2)c2c(C)c(C)c(=O)oc2c1	-9%	x	-0.3%	18%	x	12%	x	-39%	x
Cc1c(NC(=O)Cc2noc3ccccc23)cccc1[N+](=O)[O-]	-7%	7%	-0.4%	-9%	-4.2%	-4%	1	-9%	8%
OC(CNCc1ccccc1Cl)COc1ccc(F)cc1 (configuration not stated)	-8%	x	-1.2%	-6%	x	-11%	x	-208%	x
CCN(CC)c1ccc(/C=N/Nc2ccccc2)c(O)c1	1%	-7%	3.3%	-11%	-3.4%	-4%	0.9	-58%	-22%
CCN(CC)C(=O)C(=O)N/N=C/c1ccc(Br)cc1	7%	16%	-3.2%	1%	-0.1%	-18%	1.1	-21%	17%
NNC(=O)c1[nH]c2ccc([N+](=O)[O-])cc2c1-c1ccccc1	-6%	x	5.4%	18%	x	2%	x	-4%	x
O=S(=O)(c1ccccc1Cl)N1CCC(Cc2ccccc2)CC1	8%	x	5.8%	-20%	x	7%	x	-13%	x
CC1C/C(=N/Nc2nc3ccccc3[nH]2)CC(C)(C)C1 (configuration not stated)	-1%	-8%	-2.6%	-13%	-0.3%	-13%	1.8	-20%	2%
COc1ccc(N(CC(=O)NC2CCCCC2)S(=O)(=O)c2cccnc2)cc1	-1%	-3%	-4.4%	-12%	-0.3%	10%	1.1	-4%	-3%

Overlap with the part before: 4 entries; new compounds follow.
SMILES	LYP inhibition	human PMI inhibition	KOR beta-arrestin-1	NOD2 inhibition	XIAP displacement	KOR beta-arrestin-2	TNAP activators	NOD1 NF-kB reporter	human PMI inhibitors
NNC(=O)c1[nH]c2ccc([N+](=O)[O-])cc2c1-c1ccccc1	-6%	x	5.4%	18%	x	2%	x	-4%	x
O=S(=O)(c1ccccc1Cl)N1CCC(Cc2ccccc2)CC1	8%	x	5.8%	-20%	x	7%	x	-13%	x
CC1C/C(=N/Nc2nc3ccccc3[nH]2)CC(C)(C)C1 (configuration not stated)	-1%	-8%	-2.6%	-13%	-0.3%	-13%	1.8	-20%	2%
COc1ccc(N(CC(=O)NC2CCCCC2)S(=O)(=O)c2cccnc2)cc1	-1%	-3%	-4.4%	-12%	-0.3%	10%	1.1	-4%	-3%
CSc1cccc(NC(=S)NCCCN2CCN(c3ccc(F)cc3)CC2)c1	-3%	5%	-9.3%	-12%	-3.0%	11%	1	-1%	6%
CCOC(=O)c1nnn2c1nc(N1CCN(c3ccccc3)CC1)c1ccccc12	-2%	x	-0.7%	6%	x	-6%	x	3%	x
Cc1cc(C)n(-c2ccccc2[N+](=O)[O-])n1	-6%	8%	3.1%	8%	3.3%	-21%	1.1	-22%	1%
Fc1ccc(CO/N=C/C2=C(Cl)c3ccccc3CC2)cc1	1%	13%	2.0%	-3%	10%	-11%	1.1	-11%	2%
CCOCc1c(C(=O)Nc2cc(OCC)c(N3CCOCC3)cc2OCC)oc2ccccc12	-3%	28%	-2.1%	3%	-2.6%	16%	1.1	-15%	46%
COc1cc(CN2CCCC(C)C2)cc([N+](=O)[O-])c1O (configuration not stated)	-3%	11%	-3.1%	7%	0.2%	-2%	1	-8%	36%
O=C(COc1ccc(S(=O)(=O)N2CCOCC2)cc1)NCCCn1ccnc1	-8%	x	0.3%	1%	x	-35%	x	10%	x
CC(CC(=O)Nc1ccccc1C(F)(F)F)c1ccccc1 (configuration not stated)	-4%	2%	-0.9%	-7%	-5.6%	-23%	1	-17%	0%
CCOc1ccc(N2CC(C(=O)N3CCc4ccccc4C3)CC2=O)cc1 (configuration not stated)	-8%	-5%	-1.6%	7%	-3.0%	17%	1.1	-19%	-6%
COc1ccc(CNc2nc3ccccc3n2CCN2CCCCC2)cc1	-6%	0%	x	13%	-2.2%	x	1.2	-10%	2%
CCN(CC)S(=O)(=O)c1cc(NC(=O)Cc2ccsc2)ccc1C	2%	x	0.7%	16%	x	-2%	x	-10%	x
Cn1cnc([N+](=O)[O-])c1Sc1nc2ccccc2[nH]1	-4%	x	7.9%	-35%	x	x	x	5%	x
Cc1nc2c(C)cccc2cc1C(=O)N/N=C/c1cccnc1	0%	-5%	-1.4%	9%	-6.1%	5%	1.1	-23%	-3%
COc1cccc(C(=O)/C=C2\NCCc3cc(OC)c(OC)cc32)c1	-6%	x	-4.0%	1%	x	28%	x	-3%	x
CC(=O)Nc1ccc(N=Cc2nc(-c3ccc(C)cc3)oc2O)cc1	3%	19%	-3.8%	21%	-3.7%	7%	1	-16%	6%
COc1cccc(CNCCO)c1OCc1ccc(Cl)cc1	-5%	-15%	-1.6%	2%	-4.6%	15%	1.1	-6%	-6%
Cc1ccc(C2CC(c3ccco3)=NN2S(C)(=O)=O)cc1 (configuration not stated)	6%	-15%	8.6%	-10%	-2.5%	-5%	1.1	-27%	-11%
Cc1ccc(NC(=O)/C(C#N)=C(\N)C(Cl)(Cl)Cl)nc1	-5%	-2%	-0.8%	-66%	27%	-7%	1.1	-4%	18%
Cc1ccc(C)c(OCC(=O)N/N=C/c2c(C)nn(-c3ccccc3)c2Cl)c1	7%	14%	-3.8%	-2%	-6.2%	-40%	1.1	-23%	4%
COC(=O)c1[nH]c2c(c1C)C(=O)CC(c1ccccc1)C2 (configuration not stated)	-10%	6%	-0.6%	-20%	-1.9%	-119%	1	-34%	4%
O=C(NCCOc1cccc(Cl)c1Cl)c1cc(-n2cnnc2)ccc1Cl	-4%	13%	4.0%	11%	-2.9%	-10%	1	-20%	7%
CCOC(=O)CNC(=O)CSc1nccn1Cc1ccco1	-9%	6%	-9.2%	8%	-6.2%	-7%[20 µM]	1.1	-23%	5%
c1ccc(SCCN2CCc3ccccc3C2)cc1	-4%	6%	-1.0%	-18%	-0.4%	16%	1.1	-27%	9%
Cc1ccc(NC(=O)c2cccc(N3C(=O)C4C5CCC(C5)C4C3=O)c2)c(C)c1 (configuration not stated)	-5%	11%	0.0%	0%	-3.9%	1%	1.1	24%	5%
O=CN1N=C(c2ccccc2)CC1c1ccc(Cl)cc1 (configuration not stated)	5%	x	-0.1%	4%	x	-17%[20 µM]	x	6%	x
COc1ccc(OC)c(NC(=S)N2CCN(C/C=C/c3ccccc3)CC2)c1	-5%	-3%	4.8%	-10%	-3.2%	-38%	1.1	-2%	-1%
C#CCOc1c(Br)cc(/C=N\NC(=O)CN2CCOCC2)cc1OCC	-4%	-6%	-1.7%	8%	-5.8%	-32%	1	10%	-7%
Oc1c(C(c2ccco2)N2CCN(C(c3ccccc3)c3ccccc3)CC2)sc2ncnn12 (configuration not stated)	8%	27%	-4.4%	9%	-14%	2%	1.1	29%	-1%
COc1ccc(NC(=O)Nc2ccccc2SC)cc1OC	-5%	6%	-1.5%	-39%	-2.3%	-22%	1.1	-7%	6%
O=C(NCc1cccs1)c1ccc(N2CCCC2=O)cc1	-4%	8%	2.3%	4%	-10%	-29%	1.1	-50%	7%
Cc1noc(C)c1S(=O)(=O)N1CCC(C(=O)N2CCN(c3ccc(F)cc3)CC2)CC1	-4%	-2%	5.2%	-12%	-5.4%	-24%	1.1	-27%	2%
COCCN(C(=S)Nc1cccc(OC)c1)C(C)c1cccs1 (configuration not stated)	0%	16%	2.5%	15%	-18%	-1%	1.1	-27%	5%
O=C(NCc1ccco1)c1sc2cc(Cl)ccc2c1Cl	-2%	3%	-2.8%	4%	0.6%	-23%	1	-25%	-2%
Cc1ccc(-n2nnnc2SC(C)C(=O)Nc2ccc(Cl)cn2)cc1 (configuration not stated)	2%	2%	10%	3%	-5.6%	-39%	0.9	12%	0%
CCOc1ccccc1N(CC)C(=O)c1ccc2c(=O)n3c(nc2c1)CCCCC3	3%	x	2.2%	3%	x	2%	x	0%	x
O=C(NCCN1CCOCC1)c1cc2sccc2n1Cc1ccc(F)cc1	-5%	0%	-2.8%	7%	-8.4%	28%	1.1	-13%	-3%
COc1ccc(C(c2c(O)ccc3ccccc23)N2CCOCC2)c(OC)c1 (configuration not stated)	-7%	12%	3.1%	-36%	0.8%	18%	1.2	0%	24%
O=C(CN1CCCCC1)Nc1ccc(Br)cc1[N+](=O)[O-]	7%	9%	-1.6%	-36%	-5.6%	6%	1	-34%	4%
O=C(c1ccc(Cl)cc1)N1CCCC(C(=O)N2CCN(c3ccccc3)CC2)C1 (configuration not stated)	-8%	x	3.1%	-13%	x	-25%	x	5%	x
CCN1CCCC1CNC(=O)c1cc2cc(OC)c(OC)cc2[nH]1 (configuration not stated)	-14%	x	0.0%	1%	x	12%	x	-2%	x
CCOc1ccc(NC(=O)c2ccc(N3CC4CC(C3)c3cccc(=O)n3C4)c(NC(=O)c3cccnc3)c2)cc1 (configuration not stated)	-14%	x	2.8%	5%	x	-41%	x	-19%	x
FC(F)(F)c1nc(NCC2CCCO2)c2nnn(Cc3ccccc3Cl)c2n1 (configuration not stated)	1%	-2%	0.5%	26%	-9.1%	-12%	1.2	-9%	0%
O=[N+]([O-])c1ccc(O)c(/C=N/NC2=NS(=O)(=O)c3ccccc32)c1	2%	-4%	4.7%	3%	-7.6%	-31%	0.3	-7%	-29%

A portion taken from the entries so far, as a working copy:
SMILES	LYP inhibition	human PMI inhibition	KOR beta-arrestin-1	NOD2 inhibition	XIAP displacement	KOR beta-arrestin-2	TNAP activators	NOD1 NF-kB reporter	human PMI inhibitors
Cc1ccc(-n2nnnc2SC(C)C(=O)Nc2ccc(Cl)cn2)cc1 (configuration not stated)	2%	2%	10%	3%	-5.6%	-39%	0.9	12%	0%
CCOc1ccccc1N(CC)C(=O)c1ccc2c(=O)n3c(nc2c1)CCCCC3	3%	x	2.2%	3%	x	2%	x	0%	x
